# Source: PubChem
# Cl transport mod = modulators of human KCC2 chloride dependent transport. 190,000 compounds, 2.2% hits. Q9H2X9. B-score of Tl+ flux slope (higher = more flux/activation; lower = inhibition) at 10 µM. KCC2 cells, thallium flux FluoZin-2 fluorescence. AID 1456;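 active means thallium flux slope and its plate-corrected score both differing from the plate sample mean at a set confidence after two filtering rounds, in either direction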;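 further: slope of fluorescence scaled to starting intensity during 10 to 20 s after thallium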
# Thrombin inh = inhibitors of human thrombin | P00734 | alpha-thrombin, Boc-VPR-AMC fluorogenic substrate cleavage | inhibition, % at 5 µM | 220,000 compounds, 0.26% hits;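 active means inhibition at or above 40%; inactive means inhibition below 40%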;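 further: 0% = enzyme with no compound and 100% = wells without enzyme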
#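 System – human alpha-thrombin protein · Reagent – Boc-VPR-AMC substrate, 15 µM final · Compound – 5 µM single dose in 0.2% DMSO · Schedule – reaction at room temperature · Technique – AMC fluorescence at 355 nm excitation and 460 nm emission · Read-out basis – % inhibition relative to enzyme controls and enzyme-free blanks · Control set – no-compound enzyme wells and no-enzyme blanks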
# PERK inhibitor = human PERK inhibition, primary cell-based screen | AID 1416 | inhibition, % at 5.6 µM | 220,000 compounds, 0.17% hits | CHO PERK-DD fusion, SEAP luminescence translation reporter | Q9NZJ5;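 active means inhibition above the mean inhibition of all tested compounds plus 3 SD, set separately per screening campaign, cut at about 2.9% in these data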;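 further: PERK kinase domain activated by AP20187 dimerizer at 100 nM; 0% = DMSO with dimerizer and 100% = rapamycin at 8.4 µM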
# FXIa inh = inhibitors of human coagulation factor XIa; 220,000 compounds, 0.14% hits; P03951; inhibition, % at 5 µM; purified FXIa, Boc-Glu-Ala-Arg-AMC fluorogenic substrate;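 active means inhibition of at least 40%; inactive means inhibition below 40%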;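 further: fluorescence of freed AMC excited at 355 nm; 0% = enzyme without compound and 100% = no enzyme blank; many of its hits are not listed in these tables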
# Furin inhibitor = inhibitors of human furin. P09958. purified furin, fluorogenic substrate cleavage. 220,000 compounds, 0.061% hits. inhibition, % at 30 µM; in the data active means inhibition above about 25%; further: inactives centre near -15
# hK5 inh = kallikrein 5 (human) inhibition; inhibition, % at 5 µM; recombinant hK5, fluorogenic AMC substrate cleavage; Q9Y337; 210,000 compounds, 0.59% hits;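 active means inhibition of 40% or more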;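 further: 0% = enzyme controls without compound and 100% = no-enzyme blanks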
# Target sequence (Q9Y337 67-293 limits assumed): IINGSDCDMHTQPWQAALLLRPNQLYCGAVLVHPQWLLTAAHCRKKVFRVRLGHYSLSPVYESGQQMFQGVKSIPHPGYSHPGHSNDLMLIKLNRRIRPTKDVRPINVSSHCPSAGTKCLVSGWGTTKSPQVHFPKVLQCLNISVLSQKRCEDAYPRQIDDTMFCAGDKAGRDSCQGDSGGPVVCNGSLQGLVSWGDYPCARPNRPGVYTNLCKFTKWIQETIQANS
# p97 inhibitor = blocks human p97 ATPase activity. 220,000 compounds, 0.42% hits. inhibition, % at 8 µM. recombinant p97 ATPase, Kinase-Glo ATP luminescence, 3 h. AID 1481; in the data active means inhibition above about 15%;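 further: 0% = DMSO vehicle and 100% = wells lacking enzyme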
# Target sequence (P55072 whole entry, looked up): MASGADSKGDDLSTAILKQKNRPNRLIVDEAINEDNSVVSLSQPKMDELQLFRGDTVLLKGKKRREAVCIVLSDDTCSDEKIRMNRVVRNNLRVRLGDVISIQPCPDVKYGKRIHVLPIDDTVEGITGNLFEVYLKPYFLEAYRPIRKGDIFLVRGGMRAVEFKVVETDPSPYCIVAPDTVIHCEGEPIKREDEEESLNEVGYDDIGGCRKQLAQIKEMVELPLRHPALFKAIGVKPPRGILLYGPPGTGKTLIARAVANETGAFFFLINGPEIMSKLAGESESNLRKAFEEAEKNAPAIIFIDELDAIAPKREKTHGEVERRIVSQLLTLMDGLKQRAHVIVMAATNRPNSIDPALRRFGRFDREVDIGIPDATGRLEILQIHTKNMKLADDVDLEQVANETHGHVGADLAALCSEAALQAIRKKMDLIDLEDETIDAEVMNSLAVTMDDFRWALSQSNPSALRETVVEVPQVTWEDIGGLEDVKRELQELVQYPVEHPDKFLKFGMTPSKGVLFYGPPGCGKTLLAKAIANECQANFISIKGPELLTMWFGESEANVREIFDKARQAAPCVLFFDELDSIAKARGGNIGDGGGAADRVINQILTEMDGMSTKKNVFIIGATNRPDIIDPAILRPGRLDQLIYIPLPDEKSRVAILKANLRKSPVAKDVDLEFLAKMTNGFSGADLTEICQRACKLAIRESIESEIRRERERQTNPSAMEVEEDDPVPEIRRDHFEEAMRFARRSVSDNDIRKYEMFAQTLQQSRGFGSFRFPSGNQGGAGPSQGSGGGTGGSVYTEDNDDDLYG
# Wee1 stabilizer = blocks degradation of human Wee1 kinase. P30291. HeLa Luc-Wee1K328M stability, luciferase luminescence; 100% = proteasome inhibitor MG132 effect. reporter increase, % at 5 µM. 220,000 compounds, 1.2% hits. AID 1321;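 active means activation above the mean of all tested compounds plus 3 SD, set per screening run, cut at about 8.8% in these data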;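 further: cells exposed to compound for 20 h before luminescence read; 0% = DMSO alone and 100% = MG132 at 30 µM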
# FXIIa inh 1536 = inhibitors of human coagulation factor XIIa; P00748; purified FXIIa, Boc-QGR-AMC fluorogenic substrate, 2 h; inhibition, % at 5 µM; 220,000 compounds, 0.3% hits; in the data active means inhibition above about 40%;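 further: 0% = enzyme with no compound and 100% = blank without enzyme; many of its hits are not listed in these tables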
# Numbers without * were called inactive; / = not tested or not shown; [ ] = dose if it differs, or a comment. Compounds as they come; any-hit rate near 4.4%.
# The opening 2 records, to show the layout:
SMILES,Cl transport mod,Thrombin inh,PERK inhibitor,FXIa inh,Furin inhibitor,hK5 inh,p97 inhibitor,Wee1 stabilizer,FXIIa inh 1536
c1cncc(-c2noc(C34CC5CC(CC(C5)C3)C4)n2)c1,/,-8,0.4,4,-12[20 µM],5,-2,-2,7
Cc1nc(C)c(C(=O)O)c(-c2ccsc2)c1C(=O)O,-0.19,-3,0.2,-1,-20,1,7,4,2

# All compounds of this part, from the first entry:
SMILES,Cl transport mod,Thrombin inh,PERK inhibitor,FXIa inh,Furin inhibitor,hK5 inh,p97 inhibitor,Wee1 stabilizer,FXIIa inh 1536
c1cncc(-c2noc(C34CC5CC(CC(C5)C3)C4)n2)c1,/,-8,0.4,4,-12[20 µM],5,-2,-2,7
Cc1nc(C)c(C(=O)O)c(-c2ccsc2)c1C(=O)O,-0.19,-3,0.2,-1,-20,1,7,4,2
O=C(c1cccc2c1-c1ccccc1C2)N1CCCCC1,-0.52,-2,0.8,0,-10,-5,5,3,4
CCc1ccc2nc(N3C(=O)c4oc5ccccc5c(=O)c4C3c3ccc(OC)c(OC)c3)sc2c1 (centres undefined),-0.82,-6,0.1,3,11,3,-1,1,-2
NC1=NC(=O)/C(=C\c2cc([N+](=O)[O-])ccc2Cl)S1,-0.021,-7,1.0,-3,-19,1,5,-2,7
CN(C(=O)CSc1nnc(Nc2ccccc2)s1)c1c(N)n(Cc2ccccc2)c(=O)[nH]c1=O,0.19,-6,1.2,-8,-10[20 µM],-5,4,3,-2
CCSc1nnc(-c2ccccc2N)c(=O)[nH]1,0.44,-5,0.5,2,-3[20 µM],-10,-3,-4,-4
CC1=CC=CN2C1=NC(=O)CC2(C)C(=O)N(CC(=O)NC1CCCC1)c1cc(C)cc(C)c1 (centres undefined),-0.38,3,1.2,-4,-23,-30,1,3,8
C=CCOc1ccccc1/C=c1\sc2nc(=O)c(C)nn2c1=O,-0.35,2,0.7,6,-18[20 µM],-9,-2,-3,12
NC1CCCCC1N=Cc1c(O)n(CCc2ccc(F)cc2)c(=O)[nH]c1=O (centres undefined),0.047,-3,1.1,-14,-15,-13,7,-2,-13
COc1cc(-c2nc(Cc3c(F)cccc3Cl)no2)cc(OC)c1OC,1,/,0.4,/,-22,/,6,1,/
COc1ccc(NC(=O)c2cc3n(n2)C(C(F)(F)F)CC(c2ccc4c(c2)OCO4)N3)cc1OC (centres undefined),-0.68,-1,0.1,-7,-12,-19,8,-1,1
Cc1cc(C)cc(NC(=O)CSc2nnc(Cc3cccn3C)n2-c2ccc(F)cc2)c1,-1.2,-4,-0.7,-8,-11,14,-2,1,-4
S=c1[nH]ncn1/N=C/c1ccccc1,/,0,0.4,-2,7,2,-4,1,10
CCN(CCNC(=O)Nc1ccc(Cl)cc1)c1ccccc1,/,2,-0.3,8,-16,-3,-1,-3,9
Cc1sc2nc(SCC(=O)N3CCCC3)[nH]c(=O)c2c1C,-0.057,-12,-0.5,0,-11,-13,-1,0,9
CCOc1ccc(C(=O)NCC2OCCc3ccccc32)cc1 (centres undefined),-0.87,-1,-1.2,8,-20[20 µM],-5,-10,1,4
Cc1ccccc1OCCNc1cc(N2CC(C)NC(C)C2)ccc1[N+](=O)[O-] (centres undefined),-0.004,-7,-0.9,-3,-1,-2,-5,-3,2
c1ccc(-c2ncnc3cc4n(c23)CCC4)cc1,0.62,-2,-0.6,-2,-6[20 µM],-8,-1,-2,6
COc1ccc(C(C(=O)NCC2CCCO2)N(C(=O)CNC(=O)c2cccs2)c2ccc(C)cc2)cc1OC (centres undefined),1,-9,-0.8,-8,-12,-4,-7,0,6
c1cncc(-c2nn3c(Cn4nnc5ccccc54)nnc3s2)c1,0.33,-1,-0.8,-1,-18,4,2,-3,16
O=C(c1c(Cl)nc2sccn12)N1CCN(c2cccc(Cl)c2)CC1,/,-3,-1.0,-5,-22,-8,-2,4,6
CC1CN(C(=O)COC(=O)[C@@H]2CC(O)CN2S(=O)(=O)c2ccc3c(c2)OCCO3)CC(C)O1 (some centres undefined),0.52,-6,0.1,-1,-24,-6,10,-2,6
N/C(=N\OC(=O)Cc1ccccc1)c1ccccn1,/,5,0.9,3,-11[20 µM],3,0,6,10
CC1CN(Cc2cc(=O)[nH]c(C(C)C)n2)CC(C)O1 (centres undefined),/,3,-0.1,3,-17[20 µM],1,-5,-2,10
COCCNC(=S)N1CCC(c2nc(-c3ccc(N(C)C)cc3)no2)CC1,0.2,-3,1.0,-5,-15,-8,2,-1,5
Cc1ccc(OCc2nc(-c3cccs3)no2)c([N+](=O)[O-])c1,0.095,-12,-0.8,-3,-13,0,-5,2,5
Cc1ccc(S(=O)(=O)NCCN(CCNS(=O)(=O)c2ccc(C)cc2)S(C)(=O)=O)cc1,/,-1,-1.1,-1,-23,-8,-3,1,10
CCN1CCCC1CN(Cc1cc2c(C)cc(C)cc2[nH]c1=O)C(=O)NC1CCCCC1 (centres undefined),/,5,-0.8,7,-10,-13,1,1,21
Cc1csc(C(=O)O)c1NC(=O)c1cccc([N+](=O)[O-])c1,0.75,-3,-0.6,-2,-29,1,1,-2,6
OCCN=C1CCCc2c1[nH]c1ccc(Br)cc21,/,1,1.7,8,-22,-12,2,3,5
CCOc1ccccc1-c1nc(-c2cccc(Br)c2)no1,1.1,-5,-0.1,-3,-16[20 µM],-4,0,0,6
COC(=O)c1c(NC(=O)CN2CCC(C(N)=O)CC2)c2c(C)cccc2n1C,0.41,-17,0.7,-9,-21,-24,2,-1,-3
O/N=C(\Cc1cscn1)c1ccc(O)cc1O,0.58,4,1.5,11,-20,4,3,-2,18
Oc1ccc[n+](CCCCC[n+]2cccc(O)c2)c1,0.24,-1,2.1,-1,-6,0,7,0,6
N#CN=C1SCCS1,/,-10,2.4,-4,-20,-17,0,-1,10
Cc1ccc(C)n1-c1nn(S(=O)(=O)c2ccccc2)c2cccc(F)c12,1.1,0,0.6,4,-14,4,6,-2,10
CCOC(=O)C(=CNc1ccc(-c2ccco2)c(Cl)c1)C(=O)OCC,-2.4,-3,0.1,0,-11,-2,6,1,-1
C/C(CC(=O)NC(C)c1ccccc1)=N\NC(N)=S (centres undefined),-0.13,5,0.5,2,-19,2,-2,-2,13
CC(/C=N/NC(=O)c1ccncc1)=C\c1ccc(C(C)C)cc1,0.14,4,0.1,2,-12[20 µM],0,-5,2,9
O=c1nc(SCc2cccc(C(F)(F)F)c2)nc2ccccn12,0.017,3,1.3,-4,-20,-3,-2,1,3
Cc1ccccc1CS(=O)(=O)CCC(=O)NCCN1CCN(c2cccc(Cl)c2)CC1,-0.54,1,-0.5,6,-17,1,-6,-3,16
CN(C)C(=O)c1ccc(NC(=O)c2cc(-n3cnnc3)ccc2Cl)cc1,0.14,-14,0.6,0,-9,-22,2,-2,14
CCOC(=O)CC1=C(C(=O)OCC)C(c2ccncc2)C(C#N)=C(N)O1 (centres undefined),/,17,-0.3,1,-5,12,-7,-1,-4
CC(C)NC(=O)NNc1c(Cl)cncc1Cl,0.45,-8,-0.8,-6,-15,-4,0,-1,-4
COCCn1nnnc1C(c1ccccc1)N1CCN(c2ccccc2)CC1 (centres undefined),2.9,-6,0.0,-4,14[20 µM],-8,2,-1,3
Cn1c(=O)n(Cc2ccc(Br)cc2)c2ccccc21,0.12,2,-1.1,-3,-7,-1,-9,1,7
COc1ccccc1OCCSc1nnnn1-c1ccc(C)cc1,-2.3,-3,/,3,-18,-3,/,/,12
Cc1nccn1CC(=O)N/N=C/c1cccs1,0.44,-6,2.4,0,-17,0,11,7,5
OCCCCCN=c1cc(-c2ccccc2)oc2ccc(Cl)cc12,-0.49,60*,-0.5,6,-2[20 µM],69*,-2,6,13
COCc1c(Br)c(C)[nH]c(=O)c1C#N,1.8,2,0.7,9,-20[20 µM],-10,-3,-1,14
Cc1cc(C)cc(N(CC(=O)NCc2ccc3c(c2)OCO3)C(=O)CCC(=O)Nc2ccccn2)c1,-0.57,2,-0.7,27,-18,8,-4,0,21
Cc1cc(C)n(-c2ccc(C(C)C)cc2)c(=O)c1C#N,-0.67,-1,0.1,0,-11,-7,-3,0,3
CC(C)CC(NC(N)=O)C(=O)NCCc1ccc(Cl)cc1Cl (centres undefined),-1.6,-6,0.3,-4,-23,14,-1,0,6
O=C(Nc1nc2c(s1)CN(Cc1ccccc1)CC2)c1c(F)cccc1F,-1.8,-6,-0.2,-1,-19,-6,-1,-1,9
Cc1noc(C)c1COc1cccc(C(=O)Nc2ccccc2N2CCOCC2)c1,1.1,-6,-1.6,-1,-15,-12,-3,-1,9
COC(=O)c1cccc(NC(=O)c2cccc(OC)c2)c1,-0.34,-10,-1.1,-8,4[20 µM],-16,3,2,1
Cc1ccc(NC(=S)NCC(C)CSc2ccc(Cl)cc2)cc1 (centres undefined),0.0041,2,0.8,5,-26,/,-3,-1,13
Cc1cc2ccccc2n1CCNC(=O)COc1ccc2ccccc2c1,/,3,-0.3,9,-19,-10,4,-2,16
O=C(CCOc1ccccc1)Nc1nnc(-c2ccc3c(c2)OCCO3)o1,1.7,1,1.7,-4,-26,-24,2,-2,-8

# Only Cl transport mod, Wee1 stabilizer and FXIIa inh 1536, for some of the entries so far:
SMILES,Cl transport mod,Wee1 stabilizer,FXIIa inh 1536
CCc1ccc2nc(N3C(=O)c4oc5ccccc5c(=O)c4C3c3ccc(OC)c(OC)c3)sc2c1 (centres undefined),-0.82,1,-2
NC1=NC(=O)/C(=C\c2cc([N+](=O)[O-])ccc2Cl)S1,-0.021,-2,7
CN(C(=O)CSc1nnc(Nc2ccccc2)s1)c1c(N)n(Cc2ccccc2)c(=O)[nH]c1=O,0.19,3,-2

# (list continues)
SMILES,Cl transport mod,Thrombin inh,PERK inhibitor,FXIa inh,Furin inhibitor,hK5 inh,p97 inhibitor,Wee1 stabilizer,FXIIa inh 1536
COc1cc(C)c(-c2cc(C(=O)O)c(C)o2)cc1C(C)C,/,-1,0.5,-10,-3[20 µM],-2,-5,0,11
COC(=O)c1sccc1NC(=O)CNC(=O)c1ccccc1,0.48,-3,-0.1,2,-15,5,-6,-2,10
COC(=O)CCCSc1nccn1-c1ccccc1,/,-1,-0.3,-2,-9,3,-1,-1,7
Cc1cc(N)n(-c2ccc(C)c(C)c2)n1,0.021,-3,0.3,1,-31,/,0,0,6
COc1ccc2c(CC(=O)Nc3ccccc3OC)coc2c1,-0.057,1,-0.6,2,-27,-13,4,0,10
CCOC(=O)N1CCN(C(=O)CN(c2ccc(Cl)c(C(F)(F)F)c2)S(C)(=O)=O)CC1,/,3,0.2,4,-27,-7,-2,-2,10
COc1ccccc1C(=O)Nc1ccc(S(=O)(=O)N2CCc3ccccc32)cc1,-0.57,-3,-1.1,6,2[20 µM],-1,3,0,11
COCCCNC(=O)C1CCCN(C(=O)Nc2ccc(OC)cc2)C1 (centres undefined),2,-6,0.3,2,-6[20 µM],-7,3,-2,-1
CCCN1C(=O)CN(C2CCCCCC2)C(=O)C1c1ccc(C)cc1 (centres undefined),-0.21,2,0.3,-9,-20,-19,2,2,-6
O=C1CC(Sc2nnnn2-c2ccccc2)C(=O)N1c1cccc(Cl)c1 (centres undefined),/,4,-1.0,-8,-11[20 µM],-12,-3,2,7
Cc1ccc(Cl)cc1N1CCN(CC(=O)Nc2ccc(CN3CCCCC3)cc2)CC1,-0.69,1,-1.6,3,-17[20 µM],-8,-7,-2,17
Cc1ccc(C)c(NC(=O)C2Cc3ccccc3CN2C(=O)OCc2ccccc2)c1 (centres undefined),/,104*,-0.1,9,-21[20 µM],32,-1,0,20
COc1ccccc1N1C(=O)c2ccccc2NC1c1ccncc1 (centres undefined),/,1,1.4,4,-22[20 µM],-39,4,2,13
